# S1P2 ag – agonists of human S1P2 receptor; O95136; S1P2-expressing cell line, agonist reporter read-out; activation, % at 4.5 µM; hit rate 0.46% among 97,000; in the data active = activation above about 16%;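 also: 0% = vehicle low control and 100% = maximal reference agonist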
# Target sequence (O95136 whole entry, looked up): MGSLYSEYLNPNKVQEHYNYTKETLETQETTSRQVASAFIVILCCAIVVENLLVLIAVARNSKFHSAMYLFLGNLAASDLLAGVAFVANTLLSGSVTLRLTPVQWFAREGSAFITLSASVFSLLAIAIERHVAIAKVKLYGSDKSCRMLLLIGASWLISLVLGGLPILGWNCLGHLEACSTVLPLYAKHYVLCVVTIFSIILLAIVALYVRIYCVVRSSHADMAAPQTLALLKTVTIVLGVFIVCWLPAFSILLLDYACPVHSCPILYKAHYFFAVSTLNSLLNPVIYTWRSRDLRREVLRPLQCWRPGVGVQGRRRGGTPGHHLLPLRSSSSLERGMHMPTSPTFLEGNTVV
# PLK1 kinase inh – inhibitors of human PLK1 kinase. recombinant PLK1 kinase, TR-FRET peptide phosphorylation. P53350. inhibition, % at 10 µM. hit rate 0.53% among 97,000. AID 619;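 active = inhibition of 50% or more in the single-concentration screen; inactive = inhibition below 50%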;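 also: 0% = DMSO max control and 100% = H-89 dihydrochloride min control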
# Target sequence (P53350 whole entry, looked up): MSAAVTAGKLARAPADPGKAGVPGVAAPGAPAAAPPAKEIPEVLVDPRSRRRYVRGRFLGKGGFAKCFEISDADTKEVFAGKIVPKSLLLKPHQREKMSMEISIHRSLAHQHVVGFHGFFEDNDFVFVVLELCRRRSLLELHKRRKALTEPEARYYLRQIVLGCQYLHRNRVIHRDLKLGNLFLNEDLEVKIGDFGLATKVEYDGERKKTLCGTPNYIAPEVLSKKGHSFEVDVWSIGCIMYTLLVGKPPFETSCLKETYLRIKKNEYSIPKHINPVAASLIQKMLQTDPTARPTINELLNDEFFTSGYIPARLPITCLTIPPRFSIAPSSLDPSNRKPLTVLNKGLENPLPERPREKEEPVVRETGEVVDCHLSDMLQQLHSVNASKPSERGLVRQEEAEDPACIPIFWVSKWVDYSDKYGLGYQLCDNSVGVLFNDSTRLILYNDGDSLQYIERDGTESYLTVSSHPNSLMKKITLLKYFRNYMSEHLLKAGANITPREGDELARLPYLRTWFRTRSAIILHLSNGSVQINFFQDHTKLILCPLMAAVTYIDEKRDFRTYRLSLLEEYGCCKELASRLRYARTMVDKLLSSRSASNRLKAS
# EphB4 antag – blocks human EphB4 binding to ephrin-B2 | inhibition, % at 7 µM | EphB4 LBD / TNYL-RAW-Alexa532 peptide, fluorescence polarization | hit rate 0.15% among 97,000 | P54760;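 active = inhibition above the screen-wide mean inhibition plus 3 SD, cut at about 15% in these data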;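 also: 0% = DMSO wells and 100% = excess unlabeled TNYL-RAW peptide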
# Plk1 PBD FP – inhibitors of human Plk1 polo box domain binding; AID 693; hit rate 0.13% among 97,000; inhibition, %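 (tested at about 20 µM)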; Plk1 PBD phosphopeptide binding, fluorescence polarization; P53350; in the data active = inhibition above about 34%, passing the limit was not always enough
# FAK blocker – FAK (human) kinase inhibition; Q05397; biochemical FAK kinase activity assay; inhibition, %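 (tested at 7 µM)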; hit rate 0.84% among 97,000; AID 727; in the data active = inhibition above about 19%;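 also: 0% = DMSO and 100% = reference compound high control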
# MT1-MMP txn act – activates MT1-MMP transcription. HT1080 MT1-MMP promoter luciferase reporter, luminescence, overnight; hits give high values. activation factor at 10 µM. hit rate 0.16% among 86,000. AID 750;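 active = activation factor of at least 2 for MT1-MMP transcription at 10 µM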
# S1P2 antag – S1P2 (human) receptor antagonism; O95136; cell-based S1P2 antagonist assay, inhibition at 5 uM; inhibition, % at 5 µM; hit rate 0.21% among 97,000; AID 736; in the data active = inhibition above about 45%;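 also: CRE beta-lactamase reporter cells expressing human S1P2 stimulated with S1P; 0% = agonist at EC80 alone and 100% = agonist plus reference antagonist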
# PLAP act – activators of human placental alkaline phosphatase; AID 696; purified PLAP enzyme, luminescent substrate read-out; hits give high values; P05187; activation fold at 20 µM; hit rate 1.2% among 96,000; in the data active = activation fold above about 2
# Rev-RRE block – HIV Rev-RRE protein-RNA interaction inhibition. P05866. Rev peptide-RRE RNA binding, FRET. inhibition, % at 8 µM. hit rate 0.79% among 97,000. AID 704;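 active = inhibition above the screen-wide mean plus 3 SD, cut at about 35% in these data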;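 also: 0% = median DMSO wells and 100% = median Neomycin B control wells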
# Target sequence (P05866 whole entry, looked up): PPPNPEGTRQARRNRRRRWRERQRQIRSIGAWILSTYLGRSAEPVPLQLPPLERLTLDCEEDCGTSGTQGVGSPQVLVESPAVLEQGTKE
#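 Test system – labelled RRE RNA duplex and labelled Rev peptide · Signal – fluorescein-to-Cy5 FRET, 480 nm excitation · Evaluation – % inhibition of FRET ratio versus controls · Benchmarks – DMSO low control, neomycin B high control · Incubation – 5 min RNA-compound premix plus 15 min binding step, 25 °C · Medium – HEPES pH 7.5 salt buffer with EDTA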
# * = called active by the depositor; x = no result given.
Plk1 PBD FP,PLAP act,EphB4 antag,S1P2 ag,FAK blocker,S1P2 antag,PLK1 kinase inh,Rev-RRE block,MT1-MMP txn act,canonical_smiles
17,1.2,-1,-6,-1,34,-6,3,1,COCCN(CCOC)Cc1c(C)[nH]c2c(C)c(C)ccc2c1=O
41,1.3,1,-3,-8,6,-9,1,1,O=C(O)c1cc2nc(C3CC3)cc(C(F)(F)F)n2n1
-5,1.1,13,-3,6,19,-4,9,1.1,Cc1cc2nc3c(nc2cc1C)C1(C(=O)O)CCC3(C)C1(C)C (stereo unspecified)
16,0.9,8,0,2,28,-5,7,1.2,Cc1ccc(CS(=O)(=O)CCC(=O)N2CCOCC2)cc1
9,1.3,-1,-6,-3,26,-1,10,1.3,CCC(C)c1c(O)nc(SCC(=O)c2ccccc2)[nH]c1=O (stereo unspecified)
-26,0.8,-8,0,-4,-21,-6,6,1,CC1(C)Cc2c(c(=S)nc(-c3ccccc3)n2CCN2CCOCC2)CO1
0,0.8,1,-6,1,-15,-17,15,1.1,CCOc1ccc(Cl)cc1S(=O)(=O)n1nnc2ccccc21
14,1,-11,-2,-1,-3,-4,6,1.1,COc1ccc(C2SCCN2S(=O)(=O)c2ccc(NC(C)=O)cc2)cc1 (stereo unspecified)
-2,0.8,-10,-3,1,-6,-12,2,1.1,CCn1c(=O)c2cc(S(=O)(=O)NCCOc3ccccc3)ccc2n(CC)c1=O
-14,x,4,-7,-3,30,-4,0,1.2,Cc1cc(OCCCCCNCCO)ccc1Cl
5,1.1,-7,-8,2,-7,-8,-3,x,Cn1nnnc1SCc1ccc(C(=O)Nc2ccc(Br)cc2)cc1
-7,1,-3,-4,1,-28,3,11,x,O=c1[nH]c(NCc2ccco2)nnc1Cc1ccccc1Cl
-9,1,-3,-11,-1,94*,-9,7,1.2,O=S1(=O)C=C(Sc2nc3cc(Cl)ccc3o2)c2ccccc21
-22,0.9,-5,-8,3,-27,-6,2,1.3,O=C(Cn1cnc2c(cnn2-c2ccccc2)c1=O)NCc1ccccc1
5,1,-3,-5,0,-7,-4,0,1.1,CCN(CC)C(=O)COc1ccc(Br)cc1Cl
-11,1.2,6,-9,-2,26,-10,2,1.2,CCCCOc1ccc(C(=O)Nc2ccc(S(=O)(=O)Nc3cc(C)on3)cc2)cc1OC
-25,1,8,0,3,0,-8,8,1.3,COc1cccc(/C=N/n2cnc3ccccc32)c1OC
6,1,4,-2,3,-2,-1,9,1,COc1ccc(N(CC(=O)NCc2ccco2)S(=O)(=O)c2c(C)nn(C)c2C)cc1
-10,1,4,-4,2,18,-6,4,1.4,COCC(C)NC(=O)c1cc(-c2ccc(O)cc2)on1 (stereo unspecified)
3,0.6,-7,-5,1,7,-4,5,1,CNc1oc(Cc2ccccc2)nc1S(=O)(=O)c1ccc(Cl)cc1
9,x,7,-2,-1,3,17,3,1.2,Cc1ccccc1NCc1ccc(O)c2ncccc12
22,1.3,1,-5,-11,14,-13,4,1.2,COc1cc(C2N(c3ccc(Cl)cc3)C(=O)C3CCCN32)cc(OC)c1OC (stereo unspecified)
-2,0.9,-3,-5,1,16,-4,10,1.2,Cc1ccc(Cn2nnc3c(=O)n(Cc4cccc(C)c4)cnc32)cc1
-31,1,-2,-5,-8,-2,-3,0,1.3,CCCc1nnc(SCC(=O)N2CCCC(C)C2)n1CC1CCCO1 (stereo unspecified)

# Shown with values under each structure: entries from further up.
# Values run as follows: Plk1 PBD FP	PLAP act	EphB4 antag	S1P2 ag	FAK blocker	S1P2 antag	PLK1 kinase inh	Rev-RRE block	MT1-MMP txn act
CCCCOc1ccc(C(=O)Nc2ccc(S(=O)(=O)Nc3cc(C)on3)cc2)cc1OC
→ -11	1.2	6	-9	-2	26	-10	2	1.2
CCCc1nnc(SCC(=O)N2CCCC(C)C2)n1CC1CCCO1 (stereo unspecified)
→ -31	1	-2	-5	-8	-2	-3	0	1.3
CNc1oc(Cc2ccccc2)nc1S(=O)(=O)c1ccc(Cl)cc1
→ 3	0.6	-7	-5	1	7	-4	5	1

# The results go on.
Plk1 PBD FP,PLAP act,EphB4 antag,S1P2 ag,FAK blocker,S1P2 antag,PLK1 kinase inh,Rev-RRE block,MT1-MMP txn act,canonical_smiles
-23,1,4,-4,-3,9,-17,-1,1,CC(C)OC(=O)C1C2C=CC3(CN(Cc4cccs4)C(=O)C13)O2 (stereo unspecified)
19,1.1,3,-3,1,-8,-6,1,1.1,Cc1ccc(NC(=O)c2ccco2)c(NC(=O)c2cccs2)c1
0,0.9,7,-9,0,5,-1,4,1.1,COc1cccc(C2=NOC(C(=O)NC(C)(C)C)C2)c1 (stereo unspecified)
9,1.1,3,-9,-4,-1,-14,-2,x,CCCOc1ccc(C(=O)NNC(=S)NC(=O)c2cc(-c3ccc(Cl)cc3)nc3ccccc23)cc1
-4,1.3,7,-2,2,21,2,6,1,Cc1ccc(OCc2nnc(SCC(=O)NCc3ccccc3)n2C)cc1
-10,1.1,0,-7,9,13,-11,4,x,C(=N\Nc1nc2ccccc2s1)/c1ccco1
-2,1.1,-3,-5,2,-9,-11,-2,x,CCOC(=O)C1CCCN(C(=O)CN2CCN(Cc3ccc(Cl)cc3)C2=O)C1 (stereo unspecified)
-16,1,2,-9,-1,6,-11,6,1.1,COc1ccc(-c2nnc(SCC(=O)OC3CCCCC3)o2)cc1OC
-24,1,-5,-3,-3,-6,-12,5,x,Cc1ccccc1CS(=O)(=O)c1snnc1C
9,0.9,3,-2,2,21,0,3,1.1,O=C(NC1CCN(C(=O)Nc2cccc(F)c2)CC1)C1CCCCC1
-49,1.3,1,-4,8,2,3,36*,1.3,CS(=O)(=O)c1ccc2c(c1)SC1=NC(=O)/C(=C/c3ccco3)C(=N)N12
-5,x,0,-8,7,1,-7,9,1.1,Cc1ccccc1OCC(=O)Nc1ccccc1N1CCOCC1

# Reformatted with values under each structure: entries from further up.
# Results follow in this order: Plk1 PBD FP, PLAP act, EphB4 antag, S1P2 ag, FAK blocker, S1P2 antag, PLK1 kinase inh, Rev-RRE block, MT1-MMP txn act
Cc1ccccc1CS(=O)(=O)c1snnc1C
→ -24, 1, -5, -3, -3, -6, -12, 5, x
COc1cccc(C2=NOC(C(=O)NC(C)(C)C)C2)c1 (stereo unspecified)
→ 0, 0.9, 7, -9, 0, 5, -1, 4, 1.1
O=C(NC1CCN(C(=O)Nc2cccc(F)c2)CC1)C1CCCCC1
→ 9, 0.9, 3, -2, 2, 21, 0, 3, 1.1

# (continued)
Plk1 PBD FP,PLAP act,EphB4 antag,S1P2 ag,FAK blocker,S1P2 antag,PLK1 kinase inh,Rev-RRE block,MT1-MMP txn act,canonical_smiles
1,0.9,6,-7,5,-6,-15,1,1.3,COc1ccc(-c2cc(C(=O)Nc3cc(C)nn3-c3ccccc3)no2)cc1
-23,0.5,-8,-1,-2,-1,-15,-3,1.2,COc1cc(NC(=O)c2ccc(-c3ccc(Br)cc3)o2)ccc1NC(=O)C(C)C
5,1.2,-16,-5,-10,-5,-11,-1,1,CC(C)CCOCC1CC2(CC(C)(c3csc(N)n3)OC2=O)C(=O)O1 (stereo unspecified)
5,1,-6,-6,2,5,-1,-1,1,COCCN1C=C(C(=O)OC)C(c2cc3c(cc2Br)OCO3)C(C(=O)OC)=C1
-7,1,-7,-1,4,-7,-9,4,1,COc1cccc2c1N1C(=O)c3c(C(=O)O)cccc3C1CC2(C)C (stereo unspecified)
-16,x,1,-5,-16,-7,-4,6,1.1,COC(=O)c1ccc(CSc2nc3c(cnn3-c3ccc(F)cc3)c(=O)[nH]2)o1
3,0.9,0,-8,-7,13,-14,8,1,Cc1cc(C(=O)OCC(=O)Nc2ccc(F)cc2F)c(C)o1
-13,0.9,-5,0,-3,-12,3,10,1.1,CC1(C)NC(=O)N(CCOCCOc2ccccc2)C1=O
-2,x,2,-4,3,-10,-4,6,1.1,Cc1cc(C)cc(OC(=O)CCN2C(=O)c3ccccc3C2=O)c1
8,1.3,-1,-4,3,10,-15,1,0.9,Cc1cc(C)c(Cc2c(C)nc3c(C(=O)NCc4ccco4)cnn3c2C)c(C)c1
-5,x,-3,-6,-2,9,1,-2,1.2,C=CCNC(=S)NNC(=O)C(CCCC)CC(C)O (stereo unspecified)
11,1.4,2,-2,4,-4,-7,3,x,CCOc1cc(C(=O)CCC(=O)OCC(=O)N2c3ccccc3NC(=O)C2(C)C)ccc1O
-10,0.8,2,-4,0,-13,-7,6,1.1,COc1ccc(C2=NOC(C(=O)NCc3cccs3)C2)cc1 (stereo unspecified)
2,x,-1,-4,2,0,1,0,0.3,CCOC(=O)C(C)Oc1cccc2c(=O)n(CC(=O)NCc3ccco3)ccc12 (stereo unspecified)
17,1.2,-10,-4,0,-4,-9,7,1,COCCOC(=O)c1c(C)oc2ccc(OCc3cc(C(=O)OC)oc3C)cc12
-15,1,1,0,6,8,-8,10,x,COC(=O)c1sc2ncccc2c1OCc1ccc(Cl)cc1Cl
-9,1.1,-1,3,5,-19,-13,5,x,CN(CCc1ccccn1)C(=O)Nc1ccc(Cl)cc1
10,1.8,2,-5,-2,1,-3,10,1.1,COc1ccc(NC(=O)c2cccc(N3C(=O)NC4CC3(C)Oc3ccccc34)c2)cc1 (stereo unspecified)
11,1.6,3,-1,0,19,-12,15,1.1,CC(=O)Nc1nonc1-c1nc2ccccc2n1Cc1nnc(C)o1
10,1.3,2,-8,0,12,-2,11,1.2,COCC(=O)Oc1c(S(=O)(=O)c2ccc(C)cc2)c(C)nn1-c1ccccc1
-23,0.9,2,-1,10,-2,-6,7,1.3,FC(F)(F)c1cc(-c2ccccc2)nc(NCc2cccnc2)n1
-9,1,-3,-4,3,-7,0,2,1.1,CC(C)C1Cc2c(C#N)c(N)n(C)c(=S)c2CO1 (stereo unspecified)
-24,1.6,-2,-5,-1,0,-8,11,1.2,CCn1nnc(-c2ccccc2NS(=O)(=O)c2ccc(S(=O)(=O)N(C)C3CCCCC3)cc2)n1
37,0.8,2,-3,-1,20,-13,14,x,CC(Oc1ccc(-c2ccccc2)c(F)c1)c1ccn(S(=O)(=O)c2cccc3ccccc23)n1 (stereo unspecified)

# Whole records, looked up by structure. Screens in order: Plk1 PBD FP	PLAP act	EphB4 antag	S1P2 ag	FAK blocker	S1P2 antag	PLK1 kinase inh	Rev-RRE block	MT1-MMP txn act
# Profile of CN(CCc1ccccn1)C(=O)Nc1ccc(Cl)cc1 : -9	1.1	-1	3	5	-19	-13	5	x
# Profile of COCC(=O)Oc1c(S(=O)(=O)c2ccc(C)cc2)c(C)nn1-c1ccccc1 : 10	1.3	2	-8	0	12	-2	11	1.2
# Profile of COC(=O)c1sc2ncccc2c1OCc1ccc(Cl)cc1Cl : -15	1	1	0	6	8	-8	10	x
# Profile of COCCOC(=O)c1c(C)oc2ccc(OCc3cc(C(=O)OC)oc3C)cc12 : 17	1.2	-10	-4	0	-4	-9	7	1

# The list continues:
Plk1 PBD FP,PLAP act,EphB4 antag,S1P2 ag,FAK blocker,S1P2 antag,PLK1 kinase inh,Rev-RRE block,MT1-MMP txn act,canonical_smiles
-27,1,-10,-6,3,-37,-14,-1,x,CC(C)C1NC(=S)N(Cc2ccccc2)C1=O (stereo unspecified)
-27,1.1,-6,-5,2,-12,-13,1,1.5,Cc1ccc(C(=O)Nc2cnc3ccccn3c2=O)cc1
15,0.9,-10,1,2,-30,-17,-2,x,CCN(c1nc(C)cc(OC)n1)S(=O)(=O)c1ccccc1
8,0.9,3,-5,4,-22,-6,-1,1.4,COc1cc(C2N=C(c3ccccc3)NO2)cc(Br)c1O (stereo unspecified)

# From PubChem BioAssay
